Screening results from PubChem BioAssay.
EphB4 antag: EphB4-ephrin-B2 interaction antagonists, primary screen, biochemical, TNYL-RAW peptide probe, fluorescence polarization | EphB4 LBD / TNYL-RAW-Alexa532 peptide | inhibition, % at 7 µM | 97,000 compounds, 0.15% hits;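 active = inhibition above the screen-wide mean inhibition plus 3 SD, cut at about 15% in these data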;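 also: 0% = DMSO wells and 100% = excess unlabeled TNYL-RAW peptide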
Target sequence (P54760 whole entry, looked up, the tested form may be a part): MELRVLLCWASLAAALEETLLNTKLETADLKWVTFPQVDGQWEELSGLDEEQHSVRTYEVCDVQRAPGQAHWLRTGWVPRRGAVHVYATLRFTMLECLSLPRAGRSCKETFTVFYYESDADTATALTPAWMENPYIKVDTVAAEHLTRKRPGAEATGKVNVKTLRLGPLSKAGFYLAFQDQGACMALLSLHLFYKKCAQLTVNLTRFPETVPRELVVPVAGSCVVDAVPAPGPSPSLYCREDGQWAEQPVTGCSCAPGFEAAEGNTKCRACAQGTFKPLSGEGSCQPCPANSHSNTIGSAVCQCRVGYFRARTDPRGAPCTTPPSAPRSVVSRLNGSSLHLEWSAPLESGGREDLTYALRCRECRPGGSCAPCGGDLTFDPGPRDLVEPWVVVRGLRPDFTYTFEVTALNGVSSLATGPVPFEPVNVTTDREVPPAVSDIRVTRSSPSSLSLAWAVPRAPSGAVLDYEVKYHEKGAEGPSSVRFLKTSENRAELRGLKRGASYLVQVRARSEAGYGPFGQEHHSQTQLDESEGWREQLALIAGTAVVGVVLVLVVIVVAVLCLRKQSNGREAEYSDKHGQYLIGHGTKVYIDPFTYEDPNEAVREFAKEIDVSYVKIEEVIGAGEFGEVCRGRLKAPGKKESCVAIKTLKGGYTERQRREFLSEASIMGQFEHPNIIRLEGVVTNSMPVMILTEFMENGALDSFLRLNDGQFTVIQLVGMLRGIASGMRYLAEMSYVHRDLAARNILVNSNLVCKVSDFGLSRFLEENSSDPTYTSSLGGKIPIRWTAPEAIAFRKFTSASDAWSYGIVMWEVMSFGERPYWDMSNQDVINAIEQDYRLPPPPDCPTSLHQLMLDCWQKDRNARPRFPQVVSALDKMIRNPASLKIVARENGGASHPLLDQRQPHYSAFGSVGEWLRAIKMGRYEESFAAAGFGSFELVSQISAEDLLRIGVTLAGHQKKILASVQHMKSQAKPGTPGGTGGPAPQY
PLK1 PBD inh: Plk1 polo box domain binding inhibitors, primary screen, biochemical, fluorescence polarization. Plk1 PBD phosphopeptide binding. inhibition, %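 (tested at about 20 µM)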. 97,000 compounds, 0.13% hits. AID 693, 2007; in the data active = inhibition above about 34%, passing the limit was not always enough
CYP2C19 inh: blockers of cytochrome P450 2C19 activity – biochemical, luminescence, ADME assay, primary screen | P33261 | CYP2C19 Supersomes, luciferin-H EGE luminescence, 30 min | inhibition, % at 5 µM | 96,000 compounds, 21% hits | AID 778, 2007;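 active = CYP2C19 inhibition above a set limit at 5 µM in the primary screen, cut at about 50% in these data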;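 also: plate controls were negative control wells for no effect and 2.5 mM tranylcypromine positive control for full effect; values of inactives mirror those of a sister screen read the other way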
PLK1 kinase inh: human PLK1 kinase inhibitors, primary screen, biochemical, TR-FRET | Serine/threonine-protein kinase PLK1 (Homo sapiens), P53350 | recombinant PLK1 kinase, TR-FRET peptide phosphorylation | inhibition, % at 10 µM | 97,000 compounds, 0.53% hits;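 active = inhibition of 50% or more in the single-concentration screen; inactive = inhibition below 50%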;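 also: 0% = DMSO max control and 100% = H-89 dihydrochloride min control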
CYP2C9 act: human CYP2C9 activators, primary screen, biochemical, luminescence | Cytochrome P450 2C9 (Homo sapiens), P11712 | recombinant CYP2C9, luciferin-H conversion; hits give high values; factor 1 = untreated enzyme, 0 = blocked | activation factor at 5 µM | 96,000 compounds, 1.4% hits | AID 1024, 2008;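 active = activation factor of 2 or more for CYP2C9 at a 5 µM dose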;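 also: 0 = sulfaphenazole-blocked wells and 1 = vehicle-only wells; values of inactives mirror those of a sister screen read the other way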
PLAP act: PLAP enzyme activators, biochemical, luminescence, HTS; purified PLAP enzyme, luminescent substrate read-out; hits give high values; 96,000 compounds, 1.2% hits; AID 696, 2007; activation fold at 20 µM; in the data active = activation fold above about 2
CYP2C19 activ: human CYP2C19 activators, primary screen, biochemical, luminescence; 96,000 tested, under 10 active; recombinant CYP2C19, luciferin-H EGE luminescence; hits give high values; 0 = fully inhibited enzyme, 1 = untreated enzyme; activation factor at 5 µM; Cytochrome P450 2C19 (Homo sapiens), P33261;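 active = activation factor of at least 2 at 5 µM in the primary screen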;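 also: 0 = wells with 2.5 mM tranylcypromine and 1 = vehicle-only wells; values of inactives mirror those of a sister screen read the other way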
HIV Rev-RRE inh: HIV-1 Rev-RRE binding inhibitors, primary screen, biochemical, FRET, protein-RNA interaction; 97,000 compounds, 0.79% hits; Rev peptide-RRE RNA binding; P05866; AID 704, 2007; inhibition, % at 8 µM;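 active = inhibition above the screen-wide mean plus 3 SD, cut at about 35% in these data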;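 also: 0% = median DMSO wells and 100% = median Neomycin B control wells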
Target sequence (P05866 whole entry, looked up): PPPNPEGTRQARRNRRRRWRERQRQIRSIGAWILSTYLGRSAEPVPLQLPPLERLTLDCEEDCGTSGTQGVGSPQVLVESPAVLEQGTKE
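Test system – labelled RRE RNA duplex and labelled Rev peptide · Reagent – labelled Rev peptide · Doses – one concentration, 8 µM nominal · Incubation – 5 + 15 min at 25 °C · Signal – FRET fluorescence readout · Read-out basis – % inhibition of FRET ratio versus controls · Control set – DMSO wells as 0% and neomycin B wells as 100% inhibition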
CYP2C9 inhib: blockers of cytochrome P450 2C9 activity – biochemical, luminescence, ADME assay, primary screen | P11712 | CYP2C9 Supersomes, luciferin-H conversion | inhibition, % at 5 µM | 96,000 compounds, 20% hits | AID 777, 2007;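 active = blocking of liver enzyme CYP2C9 beyond about 50% at 5 µM, limit read from the data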; also: values of inactives mirror those of a sister screen read the other way
Numbers without * were called inactive; nt = not tested or not shown.

Each structure is followed by: CYP2C19 activ, PLK1 kinase inh, EphB4 antag, CYP2C9 act, HIV Rev-RRE inh, CYP2C9 inhib, PLAP act, PLK1 PBD inh, CYP2C19 inh
Cc1nn(-c2ccccc2)c2sc(C(=O)N(Cc3ccco3)C(C)C(=O)NC(C)(C)C)cc12 (stereo unspecified)
  0.7, -11, -2, 0.3, 6, 65*, 1, 29, 34
CC(=O)Nc1cccc(NS(=O)(=O)c2cccc3nsnc23)c1
  0.4, nt, nt, 0.6, nt, 37, 0.9, nt, 57*
CCn1c(C(=O)N2CCC(C(=O)NCCCSC3CCCCC3)CC2)cc2sccc21
  0.5, -4, 7, 1.7, 3, -68, 1.7, 2, 53*
Cn1cccc1C(=O)C(=O)Nc1ccc(Cl)cc1
  0.7, -12, 2, 1.1, -3, -6, 0.8, -6, 32
CCCNS(=O)(=O)c1ccc(C(=O)NCC2CCCO2)cc1 (stereo unspecified)
  1, -6, -6, 0.8, 3, 25, 1, -23, -3
CC1(C)Cc2ccccc2-c2nnc(SCC(=O)Nc3nc4ccccc4s3)n21
  0.9, -4, 18*, 0.9, 5, 7, 1.1, -11, 9
Cn1c(=O)c2c(nc(NCCCO)n2C/C=C/c2ccccc2)n(C)c1=O
  0.1, 4, -3, 0.3, -1, 68*, 1.5, -14, 90*
C/C(CC(=O)Nc1ccccc1C)=N\NC(=O)Cc1csc(N)n1
  1, -10, 7, 1, 0, 0, 1.2, -9, 2
CCN(CC)S(=O)(=O)c1cccc(-c2nnc(SCCOc3ccc(Cl)cc3)o2)c1
  0.4, -4, -4, 2*, 9, -97, 1.1, -20, 61*
Cc1cccc(S(=O)(=O)NCC2CCCO2)c1 (stereo unspecified)
  0.5, -7, 1, 0.7, 7, 33, 1.1, 2, 49
Cc1sc2nc(CN3CCCC3)nc(N3CCN(S(=O)(=O)c4cccs4)CC3)c2c1C
  0.9, -6, 1, 0.8, 6, 23, 1.2, 0, 8
O=C(COC(=O)CCC(=O)c1ccc2c(c1)OCCO2)NCc1ccc2c(c1)OCO2
  0.5, -9, 8, 0.2, 1, 81*, 0.8, 16, 50
Cc1ccc(Cc2cnc(NC(=O)C3CCCO3)s2)cc1 (stereo unspecified)
  0.8, -14, -7, 0.9, 0, 14, 1.1, 0, 22
O=S(=O)(Cc1ccccc1)N1CCCC(c2nc(-c3ccc(F)cc3)no2)C1 (stereo unspecified)
  0.8, -12, -4, 0.9, 11, 10, 1, -3, 20
O=C(Cc1c(O)c2ccccc2[nH]c1=O)NCc1ccccc1
  1, -9, 0, 0.9, 6, 10, 1, 12, 4
O=C(O)c1ccc2cc[nH]c2c1
  0.8, -4, -5, 0.8, 1, 17, 0.9, -20, 18
CCCC(C)C(=O)NCc1ccccc1OC (stereo unspecified)
  0.9, 0, -6, 1.2, 3, -15, 0.9, 11, 15
CC(=O)c1cccc(NC(=O)CCNS(=O)(=O)c2cccc(C(C)=O)c2)c1
  0.7, 2, -4, 1.1, 1, -13, 1, -13, 28
O=C(Nc1cccn2ncnc12)C(Cl)Cl
  0.8, -1, 1, 0.8, 2, 15, 0.9, -27, 23
CC(Oc1ccc(C(=O)NCCc2ccccc2)cc1)C(=O)O (stereo unspecified)
  1.2, -2, -6, 0.9, 4, 13, 1.2, -17, -17
C=CCNC(=O)c1onc(CSc2ccccc2C)c1C(=O)O
  1, -11, 6, 0.5, 5, 46, 0.9, -8, 4
COC(=O)c1cc(Br)c(=O)n(-c2ccccn2)c1
  1, 15, 3, 1, 4, -2, 0.9, 9, -4
COc1ccc(OCC(=O)Nc2cccc(-c3nc4ccccc4o3)c2)cc1
  0.6, -14, -2, 0.7, -4, 34, 1.1, -5, 38
O=C(Cn1c(=O)sc2ccccc21)N1CCOCC1
  0.8, -2, 1, 1.1, 3, -6, 1, 1, 24
COC(=O)c1ccc2ccn(CC(=O)NC3CCCCC3)c2c1
  0.7, -4, 5, 0.6, 3, 44, 0.8, -15, 26
COc1ccc(-c2noc(CSc3nc(N)c(-c4ccccc4)c(=O)[nH]3)n2)cc1
  0.2, 2, 0, 0.3, 2, 70*, 1.3, -31, 76*
CCN1CCN(C(=O)c2cc3c(-c4ccc(Cl)cc4)nn(C)c3s2)CC1
  0.8, 1, 5, 1, 13, 1, 1.5, -10, 20
O=C(OCCN1CCCC1=O)c1cncc(Br)c1
  1, -7, -1, 1.1, 5, -7, 0.9, -2, 0
CCCC(=O)N1CCN(c2ccc(NC(=O)c3sc4ccccc4c3Cl)cc2)CC1
  0.9, -12, -9, 1, 0, -1, 1, 23, 15
C=CCNc1ncnc2c1cnn2-c1cccc(C)c1
  0.3, nt, nt, 0.3, nt, 73*, 0.9, nt, 66*

Quoted at random: 2 records from the list.
Each structure is followed by: CYP2C19 activ, PLK1 kinase inh, EphB4 antag, CYP2C9 act, HIV Rev-RRE inh, CYP2C9 inhib, PLAP act, PLK1 PBD inh, CYP2C19 inh
COC(=O)c1cc(Br)c(=O)n(-c2ccccn2)c1
  1, 15, 3, 1, 4, -2, 0.9, 9, -4
COC(=O)c1ccc2ccn(CC(=O)NC3CCCCC3)c2c1
  0.7, -4, 5, 0.6, 3, 44, 0.8, -15, 26

Further structures:
Each structure is followed by: CYP2C19 activ, PLK1 kinase inh, EphB4 antag, CYP2C9 act, HIV Rev-RRE inh, CYP2C9 inhib, PLAP act, PLK1 PBD inh, CYP2C19 inh
COc1ccc(S(=O)(=O)N(CCc2ccccc2)CC(=O)O)cc1C
  0.4, -7, -3, 0.3, 3, 73*, 1.8, -31, 62*
COc1ccc2cc(CN(Cc3ccco3)C(c3nnnn3C3CCCCC3)C(C)C)c(=O)[nH]c2c1 (stereo unspecified)
  0.8, -14, 9, 0.6, 7, 45, 0.8, -11, 20
CCOC(=O)C1CCCCN1Cc1ccc(F)c(Br)c1 (stereo unspecified)
  0.2, -12, -2, 0.5, 0, 46, 1.2, -22, 82*
O=C(O)CSc1nnc(SCc2cccc3ccccc23)s1
  1, -4, 10, 0.5, 9, 46, 1.7, 18, -4
O=C(Nc1ccc(S(=O)(=O)NCc2ccco2)cc1)c1ccncc1
  0.1, -9, 5, 0, 11, 98*, 0.6, 5, 94*
CCc1c(C)sc2nc(C(C)C)nc(SCC(=O)N3CCc4ccccc4C3)c12
  0.8, -12, 0, 0, 12, 97*, 1.3, 7, 21
CC(C)=C1SC(N2CCN(c3cccc(C)c3)CC2)=NC1=O
  0.9, -11, -4, 1.4, 4, -37, 1, -7, 6
C=CCN1C2CCCC1CC(NC(=O)Nc1cccc(C(C)=O)c1)C2 (stereo unspecified)
  0.9, -4, 2, 1.1, 2, -6, 0.9, -6, 7
Cc1ccc(NC(=O)CN2CCc3ccccc3C2)cc1
  0, -17, -8, 0.1, 2, 87*, 1.1, -11, 98*
CN1C(=O)CC(N2CCN(CCN=CC3=C(O)CC(C)(C)CC3=O)CC2)C1=O (stereo unspecified)
  1.1, nt, nt, 1, nt, -2, 1.4, nt, -9
CCCOc1ccc(CSc2nnc(CCC)n2N)cc1
  0.3, -5, -4, 0.5, -1, 55*, 1, 15, 66*
Cn1nc(CC(=O)Nc2cccc3ncccc23)c2ccccc2c1=O
  1.1, 0, -2, 1.1, 4, -7, 1, -14, -12
CCN(C(=O)Cn1c(=O)oc2ccccc21)C1CCS(=O)(=O)C1 (stereo unspecified)
  1.1, -5, -1, 0.9, 2, 6, 1, -10, -10
Cc1ccc(CCN2CC(C(=O)NCCCN3CCCCCC3)CC2=O)cc1 (stereo unspecified)
  1.1, 17, 4, 1.1, 10, -10, 1.3, 12, -13
COc1ccc(N2CCN(C(=O)c3ccc(-n4nc(C)cc4C)cc3)CC2)cc1
  0.7, -5, 9, 0.7, 2, 33, 1.4, 26, 33
Cc1nc(SCC(=O)O)c2oc3ccccc3c2n1
  1, -15, -1, 1.1, 6, -6, 0.9, -23, 0
COc1ccc(-c2cc(-c3ccccc3O)[nH]n2)cc1
  0.7, -6, -2, 0.5, 12, 47, 1.4, 25, 27
COc1ccccc1NC(=O)c1nnn(CC(=O)Nc2ccccc2)c1N
  nt, 1, -9, nt, -5, nt, nt, 6, nt
Cc1c(/C=N\NC(=O)c2csc3ccccc23)cnn1C
  0.8, -13, 1, 1.1, 6, -11, 1, 15, 25
O=S(=O)(c1ccc2c(c1)oc1ccccc12)N1CCOCC1
  0.9, -5, 3, 1.4, -3, -42, 0.9, -24, 10
CCCc1cc(=O)[nH]c(SCC(=O)c2ccc(S(=O)(=O)N3CCCC3)cc2)n1
  1, -2, 5, 0.6, 2, 45, 1.2, 3, 2
Nc1c(C(O)(C(F)(F)F)C(F)(F)F)cc(C(O)(C(F)(F)F)C(F)(F)F)c2ccccc12
  nt, -7, 8, nt, 19, nt, nt, -12, nt
COc1ccc(C(CNC(=O)c2ccc3c(c2)C(=O)N(CCC(C)C)C3=O)N2CCOCC2)cc1 (stereo unspecified)
  0.1, -9, 9, 0.1, 4, 88*, 1.5, 19, 88*
Cc1ccccc1NC(=O)CC1S/C(=N/c2nccs2)N(C)C1=O (stereo unspecified)
  0.1, 6, 1, 0, 1, 98*, 0.9, -3, 90*
CCc1nnc(NC(=O)Cc2ccc(OC)cc2)s1
  0.9, -7, 1, 1.1, 7, -15, 1, -9, 7
CCC(C)(C)N1CC(=O)N(Cc2ccccc2)C(c2ccc(OC)cc2)C1=O (stereo unspecified)
  0.6, -2, -4, 1, 8, 4, 1.2, 0, 42
CCOc1cc(CO)c(Br)cc1OCC(=O)O
  1, -26, -5, 1, 4, -5, 1.2, -33, -2
CC(C)(C)c1ccc(/C=C/C(=O)NC2=NCCS2)cc1
  0.8, -9, 2, 1.1, 7, -13, 1.2, -2, 15
CC(C)NC(NC(=O)Cc1ccccc1)C(Cl)(Cl)Cl (stereo unspecified)
  0.6, -7, 0, 0.9, 1, 15, 1.1, -23, 44
COc1ccc(-n2c(=O)[nH]cc(C(=O)Nc3ccc4c(c3)OCCO4)c2=O)cc1
  0.9, 1, 11, 0.6, 8, 36, 1.1, -16, 13
COc1cccc(NC(=O)C(NC2CCCC2)c2ccccc2)c1 (stereo unspecified)
  0.8, -7, 2, 0.8, 0, 21, 1, -32, 20
O=C(O)Cc1coc(-c2ccc(F)cc2)n1
  1, -9, -9, 1.1, 0, -8, 0.9, -16, -4
Cc1nnc(NC(=O)C2CCN(c3cnccn3)CC2)s1
  1.2, -7, -11, 1.1, -3, -7, 0.9, 5, -19
O=P(OC1CCCCC1)(OC1CCCCC1)C(O)c1c(Cl)cccc1Cl (stereo unspecified)
  0.8, -10, -6, 0.7, 1, 35, 0.9, -4, 18
O=C(N/N=C/C=C\c1ccco1)c1cccnc1
  1, -1, -3, 1, 3, -3, 1.3, 8, 2
CCOc1ccc(-c2nc(S(=O)(=O)c3ccccc3)c(NCc3cccnc3)o2)cc1
  0.6, -5, 15, 0.8, 7, 24, 1.4, -19, 41
COc1cc(OC)c(/C=N/NC(=O)c2ccc([N+](=O)[O-])cc2)cc1Br
  1, -3, 1, 1, 2, 2, 1, -7, -3
COc1cccc(C(CC(=O)NCC2CCCO2)NS(=O)(=O)c2ccc(C)cc2)c1OC (stereo unspecified)
  0.8, -4, 2, 0.8, -5, 23, 1.1, 3, 24
Cc1cc(NC(=O)CCN2C(=O)c3ccccc3C2=O)no1
  1, -9, -6, 1, 2, -1, 1.1, -20, 4
Cc1ccc(-n2nc3c(c2NC(=O)c2ccc(OC(C)C)cc2)CS(=O)C3)cc1 (stereo unspecified)
  0.9, 4, -1, 0.9, 4, 11, 1, -10, 6
